# Ba/F3 V617F tox = reduced viability of JAK2V617F-dependent Ba/F3 cells, primary screen, JAK2V617F inhibitor project, cell-based, Ba/F3 EpoR-JAK2V617F, luminescence | AID 1446, 2008 | ATP luminescence | inhibition, % at 5.6 µM | 220,000 compounds, 1.1% hits;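 active means inhibition above the campaign mean plus 3 SD over all tested compounds, cut at about 24% in these data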;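 further: cytokine-independent growth of Ba/F3 cells driven by EpoR plus mutant JAK2; 0% = DMSO-treated cells and 100% = JAK inhibitor I control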
# PERK inh = block of dimerizer-induced PERK translation repression, primary screen, PERK inhibitor project, CHO PERK-DD cells, SEAP luminescence, HTS | Eukaryotic translation initiation factor 2-alpha kinase 3 (Homo sapiens), Q9NZJ5 | CHO PERK-DD fusion, SEAP luminescence translation reporter | inhibition, % at 5.6 µM | 220,000 compounds, 0.17% hits;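 active means inhibition above the mean inhibition of all tested compounds plus 3 SD, set separately per screening campaign, cut at about 2.9% in these data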;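 further: PERK kinase domain activated by AP20187 dimerizer at 100 nM; 0% = DMSO with dimerizer and 100% = rapamycin at 8.4 µM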
# Target sequence (Q9NZJ5 whole entry, looked up, the tested form may be a part): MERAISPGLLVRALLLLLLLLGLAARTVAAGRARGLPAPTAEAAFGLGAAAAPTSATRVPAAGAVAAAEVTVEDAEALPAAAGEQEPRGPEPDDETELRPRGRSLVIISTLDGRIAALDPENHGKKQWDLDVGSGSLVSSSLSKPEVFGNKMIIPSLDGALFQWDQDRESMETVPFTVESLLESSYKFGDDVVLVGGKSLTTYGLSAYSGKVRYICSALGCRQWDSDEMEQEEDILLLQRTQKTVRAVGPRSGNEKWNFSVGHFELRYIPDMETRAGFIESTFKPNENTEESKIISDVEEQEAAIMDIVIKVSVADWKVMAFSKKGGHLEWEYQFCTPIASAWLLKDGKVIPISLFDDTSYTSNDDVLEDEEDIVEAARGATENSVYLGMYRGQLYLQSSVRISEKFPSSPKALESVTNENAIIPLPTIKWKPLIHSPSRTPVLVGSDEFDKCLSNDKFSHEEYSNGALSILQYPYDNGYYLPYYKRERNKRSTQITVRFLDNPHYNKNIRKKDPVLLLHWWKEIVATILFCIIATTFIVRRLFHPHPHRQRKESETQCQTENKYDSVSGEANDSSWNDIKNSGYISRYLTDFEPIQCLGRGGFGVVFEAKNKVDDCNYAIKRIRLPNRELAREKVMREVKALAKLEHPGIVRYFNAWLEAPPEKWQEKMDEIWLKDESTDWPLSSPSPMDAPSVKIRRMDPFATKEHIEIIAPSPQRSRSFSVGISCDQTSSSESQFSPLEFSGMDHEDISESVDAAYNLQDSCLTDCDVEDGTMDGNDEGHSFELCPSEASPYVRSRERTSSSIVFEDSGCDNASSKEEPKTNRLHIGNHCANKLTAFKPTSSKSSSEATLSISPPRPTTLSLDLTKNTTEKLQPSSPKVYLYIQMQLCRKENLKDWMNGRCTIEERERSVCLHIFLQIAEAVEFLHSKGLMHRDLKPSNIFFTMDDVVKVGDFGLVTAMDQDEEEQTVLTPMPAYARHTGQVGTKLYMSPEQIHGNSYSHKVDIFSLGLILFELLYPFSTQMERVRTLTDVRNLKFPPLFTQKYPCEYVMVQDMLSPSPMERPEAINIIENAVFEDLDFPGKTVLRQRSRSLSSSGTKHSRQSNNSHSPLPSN
# Calpain2 inh = inhibitors of pig calpain II, primary screen, biochemical, fluorogenic peptide substrate, 1536-well; purified calpain II, 30 min; inhibition, % at 16 µM; 220,000 compounds, 0.37% hits;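 active means inhibition above about 50%, limit read from the data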
# S1P4 antag = S1P4 receptor antagonists, primary screen, cell-based; Sphingosine 1-phosphate receptor 4 (Homo sapiens), O95977; S1P4-expressing cells, antagonist mode, reporter read-out; inhibition, % at 4.98 µM; 220,000 compounds, 0.26% hits; in the data active means inhibition above about 29%;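 further: 0% = wells stimulated with agonist and 100% = vehicle wells without agonist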
# BaF3 parental = parental Ba/F3 cell viability inhibition, counter-screen for JAK2V617F inhibitor project, murine pro-B, CellTiter-Glo luminescence. CellTiter-Glo ATP luminescence. inhibition, % at 5.6 µM. 220,000 compounds, 1.1% hits;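 active means inhibition above a per-campaign cutoff, the mean inhibition of all tested compounds plus 3 SD, cut at about 27% in these data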;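 further: 0% = DMSO wells and 100% = JAK Inhibitor I control wells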
# TRPN1 ag = zebrafish TRPN1 channel agonists, primary screen, cell-based, HEK293, calcium fluorescence; transient receptor potential cation channel N1 (TRPN1/NompC), Danio rerio; HEK293 zebrafish TRPN1-YFP, Fluo-8 calcium fluorescence; 100% = response to 87 µM carbachol; activation, % at 3 µM; 220,000 compounds, 0.18% hits;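 active means activation above its plate's cutoff, the mean activation of test wells on that plate plus 3 SD, cut at about 19% in these data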;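 further: 0% = DMSO alone and 100% = 87 µM carbachol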
#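 Material – zebrafish TRPN1-YFP in HEK293 cells · Doses – 3 µM single point · Schedule – dye 1 h 37 °C plus 30 min RT · Signal – Fluo-8 calcium fluorescence, excitation 470-495 nm, emission 515-575 nm · Read-out – % activation versus carbachol response · Control set – carbachol high, DMSO low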
# S1P4 ag = S1P4 receptor agonists, primary screen, cell-based. activation, % at 4.98 µM. Sphingosine 1-phosphate receptor 4 (Homo sapiens), O95977. 220,000 compounds, 0.35% hits. S1P4-expressing cell line, agonist reporter assay; in the data active means activation above about 11%;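 further: 0% = DMSO vehicle and 100% = reference agonist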
# TRPML3 ag = human TRPML3 channel agonists, primary screen, cell-based, HEK293 TRPML3-YFP, Fluo-8 calcium fluorescence, 3 µM; Mucolipin-3 (Homo sapiens), Q8TDD5; 100% = the carbachol control signal; activation, % at 3 µM; 220,000 compounds, 0.29% hits; AID 1448, 2008;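 active means activation above its plate's cutoff, the mean activation of the plate's test wells plus 3 SD, cut at about 12% in these data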;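 further: 0% = DMSO only wells and 100% = carbachol wells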
#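 Test system – HEK293 line with stable expression of human TRPML3-YFP channel · Control set – carbachol 87 µM final as high control (100%), DMSO as low control (0%) · Signal – Fluo-8 calcium dye fluorescence, ex 470-495, em 515-575 nm · Incubation – 1-h 37 °C dye load, 5-s basal, 120-s post-compound reads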
# EP2 mod = EP2 receptor modulators, cAMP readout, primary screen, cell-based, HTRF cAMP, PGE2 stimulation; Prostaglandin E2 receptor EP2 subtype (Homo sapiens), P43116; EP2-expressing cells, cAMP HTRF FRET, PGE2 co-stimulation; induction, % at 25 µM; 260,000 compounds, 0.83% hits; AID 940, 2007;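 active means compounds whose cAMP rise, as percent of the full-agonist control response, exceeds 60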;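 further: rat C6 glioma line stably carrying human EP2 under a CMV promoter; the protocol text gives 20 µM as final concentration; 100% = response of wells given 1 µM PGE2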
# Active calls of the source: *; i = inactive; · = no result given; & = joins results of further samples.
# The opening two compounds, to show the layout:
SMILES,TRPML3 ag,S1P4 antag,Calpain2 inh,S1P4 ag,PERK inh,BaF3 parental,TRPN1 ag,Ba/F3 V617F tox,EP2 mod
Cc1ccc(C)n1N1C(=O)/C(=C\c2ccc(Cl)cc2)SC1=S,-0.2,-13,-18,2.1,0.8,8,0.7,1,-2
Cc1ccc(-c2ccc(=O)n(CC(=O)NCCN3C(C)CCCC3C)n2)cc1 (centres undefined),0.0,-11,-12,-0.2,-1.2,3,0.2,0,17

# This part in full, repeating the preview:
SMILES,TRPML3 ag,S1P4 antag,Calpain2 inh,S1P4 ag,PERK inh,BaF3 parental,TRPN1 ag,Ba/F3 V617F tox,EP2 mod
Cc1ccc(C)n1N1C(=O)/C(=C\c2ccc(Cl)cc2)SC1=S,-0.2,-13,-18,2.1,0.8,8,0.7,1,-2
Cc1ccc(-c2ccc(=O)n(CC(=O)NCCN3C(C)CCCC3C)n2)cc1 (centres undefined),0.0,-11,-12,-0.2,-1.2,3,0.2,0,17
COc1ccc(/C=C2/CCc3ccccc3C2=O)cc1CN1CCOCC1,-0.6,7,-3,0.8,-1.0,3,0.0,-2,-2
O=C(COc1ccc([N+](=O)[O-])cc1)NCCc1nc2ccccc2[nH]1,-1.0,-10,-18,-0.1,1.1,-3,-0.2,-3,30
Cc1ccc2oc(=O)c(/C=C(\O)C(C)(C)C)nc2c1,0.8,-7,-7,0.5,1.3,2,1.5,-2,32
OCC1(CCc2ccccc2)CCN(Cc2cc(F)ccc2-n2cccn2)CC1,0.1,0,-16,1.7,-0.4,8,-1.6,0,-32
CCN(CC)S(=O)(=O)c1ccc(NC(=O)c2ccc(N(C)S(C)(=O)=O)cc2)cc1,2.7,-15,-12,1.9,-1.5,4,13,2,-14
Cc1ccc(SCC(=O)Nc2ccc(-c3nc4ccccc4[nH]3)cc2)cc1,0.3,-9,16,0.4,1.5,8,-0.2,4,-39
O=C(c1ccc(F)cc1)N1CCN2C(=O)c3ccccc3C12c1ccccc1 (centres undefined),-0.2,16,-2,-0.9,-0.4,2,1.0,-2,20
COC(=O)CS(=O)(=O)c1ccc2c(c1)CC(=O)N2,0.9,-4,10,-1.0,0.6,2,0.4,-3,30
COc1ccc(Cl)cc1NC(=O)C(=O)NCc1ccncc1,0.1,15,-16,0.7,-0.5,5,-1.6,-1,-45
O=C(c1ccc(N2CCOCC2)cc1[N+](=O)[O-])N1CCOCC1,0.3,4,-5,-0.7,1.7,1,0.8,0,27
Cc1cccnc1NC(=O)C1CCCN(S(=O)(=O)c2ccc3c(c2)oc(=O)n3C)C1 (centres undefined),0.6,-16,6,0.7,-0.3,6,0.2,1,-118
CC(NC(=S)Nc1ccc([N+](=O)[O-])cc1)c1ccncc1 (centres undefined),2.6,2,-1,-0.5,1.4,10,8.4,9,-45
O=S(=O)(NCc1csc(-c2cccnc2)n1)c1cccs1,0.0,-17,-6,0.1,0.1,0,1.4,-2,13
CN1c2cccc3cccc(c23)N(C)C1(C)C,0.5,1,i,-0.5,-0.8,58*,-0.8,27*,11
COC(=O)COc1ccc2c(=O)c(-c3ccccc3OC)coc2c1,0.9,-15,-27,1.7,1.1,7,1.7,0,-35
CCC(C)[C@@H](CN(N=O)[C@@H](Cc1ccccc1)CN(C)N=O)N(CCc1ccccc1)N=O (some centres undefined),-0.2,2,33,0.6,1.1,0,0.2,-3,18
OCc1cn(-c2ccccc2)nc1-c1ccc2c(c1)OCCO2,1.2,2,-2,-0.2,-0.9,-1,2.1,-2,-2
Cc1ccc(NCC(=O)Nc2c(C)n(C)n(-c3ccccc3)c2=O)cc1S(=O)(=O)N(C)C,0.0,-2,9,0.5,0.3,-3,-1.4,0,2
Cc1ccccc1C(=O)Nc1ccc(N2CCOCC2)nc1,0.0,-29,-30,1.5,0.0,1,1.8,1,25
S=C(NCCc1ccc(Cl)cc1)NC1CC1,-1.1,-6,-18,-0.8,-0.1,5,-0.9,0,-34
Cc1cccc(-c2nnc(SCc3nc4ccccc4[nH]3)n2Cc2ccco2)c1,-0.7,-8,-7,-1.1,-0.6,-1,3.7,-5,-1
Cc1cccc(C)c1Nc1nc2ccccc2o1,0.0,10,-11,-0.7,0.8,0,-3.1,-4,25
Fc1ccc(-c2nnc(-n3nnc4ccccc43)c3ccccc23)cc1,0.4,0,·,-1.2,0.1,4,0.1,-4,·
CC(C)Nc1ncnc2c1nnn2Cc1ccccc1,-0.8,-1,1,-0.5,0.5,4,-1.1,-2,8
CN1C(=O)/C(=C\c2cc(N=Nc3ccccc3)ccc2O)SC1=S,-0.4,-7,-4,1.2,0.3,3,0.5,0,-24
COc1cc(C(=O)NCc2ccccc2)cc(Br)c1OC,-0.2,-8,-9,-0.4,-0.3,4,-0.7,1,-7
CN(C)CCN(Cc1ccco1)C(=O)c1cc2c(Cl)nc3ccccc3c2s1,0.9,-7,-26,0.5,-0.2,-1,-1.8,-1,-114
CCc1ccc(NC(=O)CSc2nc3[nH]ncc3c(=O)[nH]2)cc1,1.1,-10,-2,0.1,0.7,8,-0.3,0,31
CCOC(=O)c1c(C)n(O)c2ccc(Cl)cc2c1=O,0.9,10,-119,0.4,1.1,5,3.0,1,5
O=C(Cc1ccccc1)NCc1ccccn1,0.8,1,-15,-0.6,0.7,3,0.3,-5,13
Cc1ccc(NS(=O)(=O)c2ccc(Cl)s2)cc1S(=O)(=O)N(C)C,0.4,-19,-5,-0.7,0.3,1,-0.6,-3,-5
COc1cc(CN2CCN(c3cc(C)ccc3C)CC2)cc([N+](=O)[O-])c1O,-0.7,-19,·,0.7,-0.3,3,-1.6,-2,·
CN1C(=O)/C(=C\c2ccc(-c3ccccc3)o2)SC1=S,0.9,-3,6,1.0,0.3,6,0.0,-1,41
CN(C)c1ccc(NC(=O)COC(=O)Cn2nnc3ccccc32)cc1,0.6,-4,6,-0.5,0.2,10,0.4,5,18
COc1ccc(Nc2nc(NCC3CCCO3)c3ccccc3n2)c(OC)c1 (centres undefined),-0.5,4,8,-0.2,-0.9,0,-1.8,1,-24
O=C(N/N=C/c1cccc(F)c1)c1c(O)c2c([nH]c1=O)CCCC2,1.4,0,-28,-0.3,0.9,5,-0.1,0,-23
CCN1CCN(Cc2c(O)c(Cl)cc3c(C)cc(=O)oc23)CC1,0.0,0,i,4.2,1.1,5,1.1,0,30
CCOC(=O)c1cc2sc(C)cc2n1CC(=O)N(CC)CC,-0.2,7,-13,-0.6,0.2,1,0.7,-2,2&-10
N#Cc1cncc(-c2ccc3c(c2)OCCOCCOCCOCCOCCO3)n1,0.0,-4,-35,0.2,-0.1,5,2.4,-1,12
O=C(O)CCCNc1n[nH]c(=O)[nH]c1=O,0.9,5,-6,1.1,0.0,3,-0.2,-3,-11&32
COc1ccc(CCN2C(=O)NC(NC(=O)CC(C)C)(C(F)(F)F)C2=O)cc1OC (centres undefined),0.5,-29,24,-0.6,0.1,-1,-1.3,-3,-4
N#Cc1cc2c(nc1SCC(=O)O)CCCCC2,0.5,-14,1,0.8,1.2,3,-0.8,-3,9
COC(=O)c1ccc(/C=N/N2C(C)CCCC2C)cc1 (centres undefined),0.4,-4,26,1.1,-0.5,-1,-0.7,2,34
COc1ccccc1NC(=O)N1CCCC1C(=O)NC12CC3CC(CC(C3)C1)C2 (centres undefined),-0.9,-10,-32,0.4,-0.7,0,-0.3,-3,12
O=C(CCN1CCN(c2ccccc2F)CC1)Nc1ccccc1F,-0.6,-17,-13,2.0,-0.6,-3,-0.2,-1,-13
CCCn1nnnc1NC(=O)c1cccs1,1.5,2,19,-2.0,0.5,-1,0.4,0,-7
COc1cccc(N(Cc2nnc3n2CCCCC3)C(=O)Nc2ccccc2)c1,0.3,-8,10,0.2,-0.1,7,-0.6,1,14
CCc1ccc(-c2cn3c(n2)SCC3)cc1,1.2,5,17,-0.2,0.5,6,-0.1,1,-16
O=[N+]([O-])c1ccc(N2CCCCC2)nc1N1CCCCC1,-1.1,14,19,0.1,0.0,-1,-2.3,1,57
O=C(NC1CC1)c1ccc(-n2cccc2)cc1,0.7,6,-20,-0.7,0.9,8,0.8,0,-1
NC(=O)c1cc2cc(Cc3ccccc3Cl)ccc2oc1=O,0.0,5,-85,-2.4,0.3,2,-2.1,-5,-59
CC(C(=O)N1CCN(C=O)CC1)N1C(=O)c2ccccc2C1=O (centres undefined),-0.6,-1,-30,2.8,0.9,2,-0.7,-3,19
CCc1ccc(NC(=S)N2CCN(c3cccc(C(F)(F)F)c3)CC2)cc1,0.3,-14,-2,2.2,0.6,4,3.7,-3,5
Cc1noc(C)c1NC(=O)NC(c1ccccc1)c1ccccc1,0.3,-10,-9,0.1,0.1,0,-0.1,-1,4
NS(=O)(=O)c1ccc(NC(=O)CSc2ncccn2)cc1,0.9,7,1,-2.8,1.0,5,2.5,-2,9
Cc1ccc(Cl)cc1NC(=S)NN,0.7,-2,-4,-0.1,1.0,4,0.7,-4,-18
O=C(NCc1cccc(Cl)c1)NCc1cccc(Cl)c1,-0.1,1,-4,-0.6,1.1,4,-2.6,0,-20
CN(C)c1ccc(C(CN)c2c[nH]c3ccccc23)cc1 (centres undefined),0.8,-7,6,-1.0,-0.9,12,0.7,6,-48

# Next section
SMILES,TRPML3 ag,S1P4 antag,Calpain2 inh,S1P4 ag,PERK inh,BaF3 parental,TRPN1 ag,Ba/F3 V617F tox,EP2 mod
O=C(CCC(=O)NC1CCCCCC1)Nc1nnc(C(F)(F)F)s1,0.4,3,13,-1.9,-0.5,2,-0.2,-1,3
CSc1ccc(C(=S)N2CCN(CCO)CC2)cc1,0.5,3,-13,1.3,0.9,0,0.1,-5,-9
COc1ccc(OCCC(=O)NCCN2CCOCC2)cc1,0.8,0,14,-0.4,-0.2,1,1.5,1,5
N#Cc1c(-c2ccc(F)cc2)cc(-c2cccnc2)nc1N,1.0,-24,-35,1.2,-0.5,7,2.3,2,27
COc1ccc([N+](=O)[O-])cc1NC(=O)c1cncc(Br)c1,0.1,-9,15,2.3,0.1,3,0.2,-3,-2
CCN(CCNC(=O)C1CCCN(S(=O)(=O)CC)C1)c1ccccc1 (centres undefined),0.4,-4,1,0.1,0.3,0,0.4,-5,-13
CCCC(=O)N=C1SC2CS(=O)(=O)CC2N1c1ccc(-c2nc3ccc(C)cc3s2)cc1 (centres undefined),1.1,-21,-110,1.6,0.7,5,2.0,-2,6

# Screening data: PubChem, several laboratories
